High-throughput results (PubChem BioAssay)
PglD DTNB: blocks C. jejuni PglD acetyltransferase activity; purified PglD enzyme, DTNB colorimetric CoA detection; inhibition, % at 12.5 µM; 360,000 compounds, 0.098% hits; AID 602405; in the data active means inhibition above about 16%, passing the limit was not always enough; further: strong numbers were not always called active
F508del corr: correctors of CFTR F508del function in bronchial epithelial cells; 350,000 compounds, 0.36% hits; AID 720511; CFBE cells, YFP halide quenching; stimulated with forskolin plus potentiator P3; % fluorescence drop versus neutral controls; activity (quench increase), % at 7.58 µM;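 active means mean added fluorescence quench of at least 8% versus neutral control, with both replicates also reaching 8%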;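 further: cells transiently co-express mutant CFTR-F508del with the halide-sensitive YFP; corrector assay measuring rescue of mutant channel to the surface after 24 h compound exposure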
PGC1a acetyl inh: PGC1a acetylation modulation, inhibitor mode; inhibition, % at 15.6 µM; 350,000 compounds, 0.17% hits; AID 651687; U2OS PGC1a acetylation, AlphaScreen anti-acetyl-lysine; with virally co-expressed GCN5 acetyltransferase;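 active means every replicate shows inhibition of at least 40%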;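 further: 0% = neutral control wells and 100% = positive control wells; some results beyond the cut were filed as inactive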
miR-122 sensor: inhibitors of miR-122 in Huh7 cells; Huh7 miR-122 Renilla luciferase sensor, 48 h; neutral wells = 0, positive control = 100; activation (reporter increase), % at 12.5 µM; 340,000 compounds, 0.3% hits; AID 602342;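 active means mean replicate activation score at least 90 and every replicate individually at or above 90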;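 further: higher luciferase means less miR-122 activity so hits act as miR-122 inhibitors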
INS-1E GSIS act: GLuc luminescence reporter in INS-1E cells, primary screen for activators of glucose-dependent secretion of insulin; INS-1E GLuc reporter insulin secretion, 2-3 h; activation, % at 16.6 µM; 370,000 compounds, 0.61% hits; AID 743287;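 active means lowest replicate activation of at least 40%, so every replicate reaches that level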;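 further: 0% = median of neutral control wells and 100% = median of IBMX positive control wells; some compounds called inactive have numbers as strong as hits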
FN deposition inh: fibronectin deposition inhibition. AH1F fibroblasts, Alexa488-fibronectin deposition fluorescence, overnight. inhibition, % at 12.6 µM. 350,000 compounds, 0.086% hits;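 active means mean inhibition across replicates of 30% or more, regardless of how many single replicates reach that level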;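 further: positive control wells lacked labelled fibronectin entirely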
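test system = AH1F fibroblasts assembling fluorescent fibronectin matrix | quantity = 10000 AH1F cells per well | buffer or medium = DMEM plus 2% serum, read in PBS | doses = single dose, pinned | incubation = 1 h cell attachment, overnight exposure to compound and label | detection = fluorescence at 485 nm excitation, 525 nm emission | read-out basis = inhibition from reduced deposited-fibronectin fluorescence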
Cneo AK release: causes C. neoformans cell lysis. 360,000 compounds, 0.2% hits. lysis activity, % at 15 µM. adenylate kinase release luminescence, 4 h; normalised: neutral wells 0, clomiphene wells 100;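 active means mean lysis activity across replicates of at least 80%, whatever share of replicates individually reach that level; inactive means mean lysis activity below 80%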
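Signal: Adenylate kinase release luminescence | Assay system: Log-phase Cryptococcus neoformans yeast cells | Input: Cells at 5 × 10^6 per mL | Buffer or medium: Fresh YPD growth medium | Compound: Single dose | Schedule: Static 4 h at 37 °C with compound, 1 h detection | Controls: Clomiphene | Read-out: Luminescence rise reflecting yeast cell lysis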
C2C12 statin: suppressors of simvastatin-induced myotoxicity in C2C12 myotubes; ATP luminescence, 48 h; scaled: DMSO 0, geranylgeraniol control 100; rescue of ATP level, % at 7.49 µM; 330,000 compounds, 0.78% hits; AID 602340;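 active means mean ATP rescue above about 67%, or every replicate alone reaching that limit, limit read from the data, passing the limit was not always enough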;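 further: myotubes were challenged with 10 µM simvastatin during compound exposure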
* = called active by the depositor; / = not tested or not shown; [ ] = another dose, or the depositor's remark.

SMILES	PglD DTNB	F508del corr	PGC1a acetyl inh	miR-122 sensor	INS-1E GSIS act	FN deposition inh	Cneo AK release	C2C12 statin
COc1ccc(/C=N/n2c(-c3ccccc3)n[nH]c2=S)cc1	5.9	-2.0	/	/	2.2	-11.1	4.8	2.9
O=C(C[C@H]1C=C[C@@H](NC(=O)C2CC2)[C@H](CO)O1)NCC1CC1	-2.4	1.0	-9.5	/	10.6	/	6.0	-1.3
COc1ccc(N(C(=O)CNC(=O)c2ccco2)C(C(=O)NC2CCCCC2)c2ccncc2)cc1 (stereo unspecified)	0.2	-2.1	10.5	-3.2	11.3	3.4	-0.1	4.9
CO[C@@H]1CN(C)C(=O)c2cc(NC(=O)Nc3ccccc3)ccc2OC[C@H](C)N(CC2CC2)C[C@H]1C	-3.2	-0.5	0.9	-8.1[16.7 µM]	-10.6	9.4	0.9	-34.2
CCOc1ccc(N=Cc2ccc(N(C)C)cc2)c(O)c1	2.7	/	-3.0	1.0	/	/	-3.4	-4.9
COc1ccc(Sc2ccc(-c3nc4cnccn4c3NC3CCCCC3)cc2OC)cc1	2.9	2.4	/	/	/	2.4	-1.7	0.3
O=C1/C(=C/c2ccc(F)c(F)c2)CSc2sccc21	7.5	/	9.1	-2.3	/	/	-2.1	21.8
CC(C)NC(=O)CCn1ccc2cc(S(=O)(=O)N3CCCC3)ccc21	1.0	-1.8	12.2	3.2	27.7	6.7	0.7	7.7
C[C@@H]1CN([C@H](C)CO)C(=O)c2cc(NC(=O)CCCN(C)C)ccc2O[C@H]1CN(C)C(=O)NC1CCCCC1	2.5	-1.7	-1.4	10.0[16.7 µM]	15.3	-12.8	-4.5	37.4
COc1ccccc1NC(=O)C(C)OC(=O)CCC1CCCCC1 (stereo unspecified)	1.5	-0.6	-3.9	-3.9	0.5	/	-8.5	-5.9
COc1ccc(C2C(C(=O)OCC(=O)NC(C)(C)C)CCC(=O)N2c2ccc(C)cc2)cc1OC (stereo unspecified)	5.1	/	0.1	35.2	/	0.6	1.6	2.4
COc1cccc(C(C)(O)c2nc(-c3cccc(C(F)(F)F)c3)cs2)c1 (stereo unspecified)	0.5	0.1	-4.4	-5.0	-22.3	2.2	-13.9	3.4
N=c1c(C(=O)NCc2ccco2)cc2c(=O)n3ccccc3nc2n1Cc1ccc(Cl)cc1	1.0	/	-2.4	/	10.7	/	-0.4	8.9
CC(c1ccccc1)n1c(-c2ccc(C(C)(C)C)cc2)n[nH]c1=S (stereo unspecified)	-0.9	/	17.3	1.4	/	/	17.1	12.9
COc1ccc(NC(=O)N(C)C[C@H]2Oc3cc(-c4ccncc4)ccc3S(=O)(=O)N([C@@H](C)CO)C[C@H]2C)cc1	-5.5	1.0	6.9	-2.3[16.7 µM]	1.4	6.3	5.1	-1.0
Cc1cccc(NC(=O)Nc2ccccn2)c1C	-2.6	2.7	9.0	5.1	5.4	-12.6	-0.7	/
COc1ccccc1CN(CC(=O)NCc1ccc2c(c1)OCO2)C(=O)c1ccc2c(c1)OCCO2	1.2	/	-2.2	51.7	/	/	-1.5	15.0
CCOc1ccc(NS(=O)(=O)c2ccc(SC)cc2)cc1	5.2	/	-9.4	7.2	/	/	0.4	20.3
COc1cccc(NC(=O)N(C)C[C@H]2Oc3cc(-c4cccc(C(=O)N(C)C)c4)ccc3S(=O)(=O)N([C@H](C)CO)C[C@H]2C)c1	-1.8	-0.7	4.7	4.9[16.7 µM]	-20.2	/	4.4	-11.2
COc1ccc(OC)c(NS(=O)(=O)c2cc(OC)ccc2OC)c1	0.6	/	-9.5	41.0	/	-3.1	-1.6	14.7
CN(C)CCCN1CC(=O)N2[C@@H](Cc3c([nH]c4ccccc34)C2(C)C)C1=O	1.2	-1.7	-1.2	-9.9	-3.5	1.6	-0.8	3.5
COCCCNC(=S)Nc1cccc(S(=O)(=O)NC2=NCCC2)c1	-6.0	-1.2	-3.8	-1.3	3.1	-1.9	1.1	0.8
O=C(Cn1ccc([N+](=O)[O-])n1)NCc1ccccc1	2.6	-1.2	2.5	14.4	-6.1	0.2	1.1	-0.2
COc1ccccc1S(=O)(=O)N[C@H]1C=C[C@@H](CC(=O)N2CCCCC2)O[C@@H]1CO	1.5	3.1	-10.1	/	-5.4	/	2.0	0.5
CSc1ccccc1NC(=O)COc1ccccc1Cl	8.9	/	-4.3	-0.2	/	/	0.5	5.1

3 compounds already listed, ordered by the number in PGC1a acetyl inh, low to high:
SMILES	PglD DTNB	F508del corr	PGC1a acetyl inh	miR-122 sensor	INS-1E GSIS act
CCOc1ccc(N=Cc2ccc(N(C)C)cc2)c(O)c1	2.7	/	-3.0	1.0	/
Cc1cccc(NC(=O)Nc2ccccn2)c1C	-2.6	2.7	9.0	5.1	5.4
COc1ccc(N(C(=O)CNC(=O)c2ccco2)C(C(=O)NC2CCCCC2)c2ccncc2)cc1 (stereo unspecified)	0.2	-2.1	10.5	-3.2	11.3

Profiles as entered above:
Listed for `CC(C)NC(=O)CCn1ccc2cc(S(=O)(=O)N3CCCC3)ccc21` = PglD DTNB = 1.0; F508del corr = -1.8; PGC1a acetyl inh = 12.2; miR-122 sensor = 3.2; INS-1E GSIS act = 27.7; FN deposition inh = 6.7; Cneo AK release = 0.7; C2C12 statin = 7.7
Listed for `COc1ccc(Sc2ccc(-c3nc4cnccn4c3NC3CCCCC3)cc2OC)cc1` = PglD DTNB = 2.9; F508del corr = 2.4; PGC1a acetyl inh = /; miR-122 sensor = /; INS-1E GSIS act = /; FN deposition inh = 2.4; Cneo AK release = -1.7; C2C12 statin = 0.3

Next part
SMILES	PglD DTNB	F508del corr	PGC1a acetyl inh	miR-122 sensor	INS-1E GSIS act	FN deposition inh	Cneo AK release	C2C12 statin
CCCCn1c(N)c(N(CCOC)C(=O)CCCn2c(=O)oc3ccccc32)c(=O)[nH]c1=O	1.9	2.0	-4.3	-0.7	2.4	-4.4	2.1	4.3
Cc1ccc(NC(=O)Nc2ccc3c(c2)CCC3)c(C)c1	-2.0	-0.3	1.8	3.9	23.1	-8.5	0.9	8.3
COCC(=O)N(C)C[C@H]1Oc2cc(C#Cc3cccnc3)ccc2S(=O)(=O)N([C@@H](C)CO)C[C@H]1C	-0.8	-3.6	5.0	-58.9[16.7 µM]	7.9	/	-3.1	3.6
O=C1N=c2ccc([N+](=O)[O-])cc2=C1c1sc(=O)[nH]c1O	3.3	-1.3	9.6	-7.2	-14.6	-12.0	2.8	8.1
Cc1ccc(NC(=O)CSc2nnc(C3CC3)n2C)cc1S(=O)(=O)N1CCCCC1	7.6	-0.5	-4.7	-6.2	/	-9.0	0.8	1.2
O=C(CN(C(=O)CNC(=O)c1ccco1)c1ccc(Cl)c(Cl)c1)NC1CCCCC1	1.4	/	33.5	1.3	/	-10.7	0.1	6.4
Cn1c(CN2CCN(C(=O)c3ccco3)CC2)nc2cc([N+](=O)[O-])ccc21	3.5	1.2	1.3	2.1	11.1	/	-1.7	-7.0
COCCn1nnnc1CN1CCC(O)(c2cccc(C(F)(F)F)c2)CC1	-0.7	-1.4	3.6	-2.1	4.4	/	-3.0	-13.1
CCCC#Cc1cnc2c(c1)C(=O)N([C@H](C)CO)C[C@@H](C)[C@H](CN(C)C(=O)C1CCC1)O2	-2.0	-0.2	3.2	-7.9[16.7 µM]	9.3	/	-1.7	0.6
C[C@@H]1CN([C@H](C)CO)C(=O)Cc2cc(NC(=O)Nc3ccc4c(c3)OCO4)ccc2O[C@H]1CN(C)CC1CC1	-1.6	0.9	/	-16.0[16.7 µM]	-2.5	/	0.8	-6.4
O=C(Nc1ccc(Cl)cc1)N1C[C@H]2[C@@H](c3ccccc31)[C@@H](CO)N2C(=O)C1CC1	4.4	1.8	-9.4	7.1[16.7 µM]	-15.5	/	-2.2	-13.0
COc1ccc(N2CCN(CCNC(=O)Nc3ccc(Cl)cc3)CC2)cc1	-2.0	-4.6	-1.9	-6.3	-0.2	/	-4.1	-23.3
Cc1ccc(S(=O)(=O)N(C)C[C@@H]2OCCCC[C@H](C)Oc3ccc(NC(=O)c4ccccc4)cc3C(=O)N([C@H](C)CO)C[C@@H]2C)cc1	0.4	0.2	0.2	-12.6[16.7 µM]	-2.3	5.3	5.5	/
CNc1ncnc2c1ncn2[C@H]1CN(CCOC)C[C@@H](CO)O1	-1.4	0.6	/	-12.4	/	2.0	-0.3	6.5
CC(C)C(=O)NC(CC(=O)O)c1ccccc1 (stereo unspecified)	-3.5	0.1	-6.6	13.6	2.9	3.2	0.5	1.6
CC(C)CN1C(=O)c2ccc(C(=O)NCc3ccccn3)cc2C1=O	4.7	-2.0	/	/	5.9	/	-1.1	-1.6
Cc1nn(CCC#N)c(C)c1Oc1ccccc1O	2.2	-2.4	3.1	-3.0	21.3	-0.5	-2.4	-10.2
O=C(N[C@@H]1CC[C@H](CCNS(=O)(=O)c2ccc(Cl)cc2)O[C@H]1CO)c1ccccn1	-2.5	1.7	-15.6	5.5[16.7 µM]	-7.5	-7.5	54.7	-2.0
COc1ccc(N(C)S(=O)(=O)c2cccc(C(=O)Nc3ccc(N4CCOCC4)cc3)c2)cc1	1.7	2.2	-11.8	21.0	-8.7	8.3	0.1	-9.1
N#Cc1c(SCC(=O)OCc2ccccc2)nsc1SCC(=O)OCc1ccccc1	4.2	/	/	14.3	-13.7	/	-2.0	5.3
CN1C(=O)S/C(=C\c2ccc(-n3cncn3)cc2)C1=O	-1.9	-2.6	6.1	-20.3	-25.3	-2.4	-0.5	4.5
COc1ccc(-c2cc(C(=O)NCCCn3ccnc3)c3ccccc3n2)c(OC)c1	-0.4	-6.1	8.1	1.6	9.6	6.2	-0.6	-29.0
C/C=C/c1ccc2c(c1)O[C@@H](CN(C)C(=O)c1ccncc1)[C@H](C)CN([C@@H](C)CO)S2(=O)=O	-4.4	-0.2	-3.4	-2.1[16.7 µM]	19.7	0.4	0.6	-9.7
O=C(O)c1cc([N+](=O)[O-])ccc1NCCc1ccccc1	/	-0.1	-5.3	/	-13.1	-3.7	/	/
O=C(NC1(C(F)(F)F)OCCO1)c1ccc(F)cc1	/	-4.6	39.9	-3.1	-8.6	2.5	/	/
Cc1ccc(CN(C(=O)Cc2cccs2)C(C(=O)NC2CCCC2)c2ccncc2)cc1 (stereo unspecified)	11.7	5.2	/	0.3	-24.8	0.9	-1.4	7.5
CCn1c(SCc2ccc(F)cc2)nc2c(c1=O)SCC2	/	-2.5	12.5	/	2.5	5.6	/	/
O=C(c1nc2ccccc2s1)N1CCN(c2ccccn2)CC1	-0.4	/	-3.5	0.5	/	-15.4	0.3	-4.6
O=C(COc1ccccc1Cl)NC(=O)NC1CCCCC1	-1.2	0.8	/	0.3	0.9	-1.5	-2.2	-4.8

Entries listed so far that contain a cyano group, in the order listed:
SMILES	PglD DTNB	F508del corr	PGC1a acetyl inh	miR-122 sensor	INS-1E GSIS act	FN deposition inh	Cneo AK release	C2C12 statin
Cc1nn(CCC#N)c(C)c1Oc1ccccc1O	2.2	-2.4	3.1	-3.0	21.3	-0.5	-2.4	-10.2
N#Cc1c(SCC(=O)OCc2ccccc2)nsc1SCC(=O)OCc1ccccc1	4.2	/	/	14.3	-13.7	/	-2.0	5.3
